# Source: PubChem BioAssay
# TRHR PAM – allosterically enhances the human TRH receptor; TRHR cells, fluo-8 calcium fluorescence, EC20 TRH enhancement; enhancement, % at 2 µM; actives 0.66% (n = 360,000); AID 493056; in the data active = enhancement above about 30%; note: 0% is about no effect
#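 TRHR-expressing cells loaded with fluo-8 calcium dye were read kinetically (ex 480/em 530) during compound addition, then stimulated with an EC20 of TRH (10 nM final). Enhancement of the Gq-mediated intracellular calcium response was scored.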
# Apoferritin bind – binds horse apoferritin like a general anesthetic | Potency, µM (titrated, usually from 77.5 µM), for inactives: top-dose activity change, negative = displacement, most hits filed as inhibitors | P02791 | apoferritin/1-aminoanthracene competitive binding, fluorescence | actives 0.074% (n = 350,000); note: potency is the fitted concentration of half-maximal effect; % is set by controls: 0 for no effect and ±100 for the full control effect; nearly all actives have a fitted effect of over 20% in size
# Target sequence (P02791 2-175 limits assumed): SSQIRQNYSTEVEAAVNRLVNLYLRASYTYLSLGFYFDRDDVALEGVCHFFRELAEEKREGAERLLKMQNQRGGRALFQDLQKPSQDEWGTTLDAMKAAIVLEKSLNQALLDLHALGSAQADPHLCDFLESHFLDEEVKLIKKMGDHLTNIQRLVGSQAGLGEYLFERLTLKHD
#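 In PBS, apoferritin at 10 uM is loaded with 1-AMA from a 50% saturated solution. After 10 min of compound exposure at ambient temperature, reduced 535 nm fluorescence indicates probe displacement.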
# RXFP1 ag – activates the human relaxin receptor RXFP1; Q9HBX9; HEK293T-RXFP1 cAMP TR-FRET, 30 min; response scale: percent of porcine relaxin response, buffer zero; Potency, µM (doses to about 57.5 µM), for inactives: top-dose activation, most hits filed as activators; actives 0.3% (n = 370,000); note: potency is the fitted concentration of half-maximal effect; % is set by controls: 0 for no effect and ±100 for the full control effect; nearly all actives have a fitted effect of over 60% in size; many of its hits are not listed in these tables
#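 HEK293 cells stably expressing RXFP1, treated 30 min at 37C with compounds plus PDE4 inhibitor Ro 20174; cAMP measured by HTRF TR-FRET. Normalized to buffer and 29 nM porcine relaxin; EC50 by Hill fit.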
# TRHR agonist – TRH receptor (human) agonism; P34981; actives 0.18% (n = 360,000); TRHR cells, calcium flux fluo-8, FDSS agonist mode; activation, % at 2 µM; in the data active = activation above about 30%; note: 0% is about no effect
#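 Read-out: compound-evoked intracellular calcium rise in TRHR cells, fluo-8 dye, kinetic FDSS fluorescence at 1 s/cycle following a 10-cycle baseline. Cells cultured overnight before dye loading (30 min–1.5 h, RT).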
# D1 antag – blocks dopamine activation of the human D1 receptor. actives 3.2% (n = 360,000). HEK293 TREx D1 cells, calcium flux, dopamine EC80; hits give low values. AID 504652. activity change, negative = inhibition, % at 10 µM; in the data active = activity change below about -30%; note: % is set by controls: 0 for no effect and ±100 for the full control effect
# Target sequence (P21728 whole entry, looked up): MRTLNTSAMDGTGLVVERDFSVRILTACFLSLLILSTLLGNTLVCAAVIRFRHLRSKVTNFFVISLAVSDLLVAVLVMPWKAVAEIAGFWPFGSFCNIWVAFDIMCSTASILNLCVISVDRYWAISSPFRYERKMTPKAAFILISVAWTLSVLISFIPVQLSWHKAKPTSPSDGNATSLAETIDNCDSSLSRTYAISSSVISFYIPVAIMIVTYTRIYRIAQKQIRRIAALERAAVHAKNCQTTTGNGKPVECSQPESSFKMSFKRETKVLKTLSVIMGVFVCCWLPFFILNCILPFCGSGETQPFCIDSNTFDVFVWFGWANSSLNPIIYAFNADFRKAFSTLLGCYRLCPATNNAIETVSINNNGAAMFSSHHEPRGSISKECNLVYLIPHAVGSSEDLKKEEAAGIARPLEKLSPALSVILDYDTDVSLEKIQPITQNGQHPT
#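 Cells carrying a force-coupled, tetracycline-inducible human D1 receptor report calcium flux. Each well gets a 10 s baseline, compound with 180 s monitoring, then an EC80 dopamine stimulus with a second 180 s kinetic read.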
# D1 PAM – human D1 dopamine receptor positive modulation; P21728; HEK293 TREx D1 cells, calcium flux, dopamine EC20 potentiation; potentiation, % at 10 µM; actives 0.036% (n = 360,000); AID 504651; in the data active = potentiation above about 30%; note: 0% is about no effect
# D1 agonist – activates the human D1 dopamine receptor | P21728 | HEK293 T-REx D1 cells, calcium flux, agonist mode | activation, % at 2 µM | actives 1% (n = 360,000); in the data active = activation above about 30%; note: 0% is about no effect
#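 Tetracycline-induced HEK293 TREx D1 cells, force-coupled to calcium signalling, were dye-loaded with a no-wash calcium kit. Compound was pin-added after a 10 s baseline. Fluorescence was read kinetically at 1 cycle/s for 180 s, with calcium rises flagged as agonism.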
# D2 PAM – positively modulates the human D2 dopamine receptor allosterically; HEK293 T-REx D2, calcium flux, EC20 dopamine potentiation; actives 0.34% (n = 340,000); potentiation, % at 10 µM; AID 485347;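 active = potentiation over 3 SD above the plate norm, cut at about 30% in these data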; note: 0% is about no effect
# Target sequence (P14416 whole entry, looked up): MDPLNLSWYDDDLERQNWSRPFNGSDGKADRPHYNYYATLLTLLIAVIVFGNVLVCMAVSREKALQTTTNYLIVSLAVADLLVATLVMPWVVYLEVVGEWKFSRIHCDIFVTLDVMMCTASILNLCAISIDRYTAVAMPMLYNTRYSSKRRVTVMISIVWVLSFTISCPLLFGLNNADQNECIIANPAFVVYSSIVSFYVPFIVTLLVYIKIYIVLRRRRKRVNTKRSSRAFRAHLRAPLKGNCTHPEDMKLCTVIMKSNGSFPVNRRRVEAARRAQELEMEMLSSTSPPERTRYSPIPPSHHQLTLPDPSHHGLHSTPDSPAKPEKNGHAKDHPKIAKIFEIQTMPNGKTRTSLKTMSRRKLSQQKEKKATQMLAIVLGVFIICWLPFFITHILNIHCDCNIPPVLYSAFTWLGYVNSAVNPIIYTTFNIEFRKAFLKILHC
#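 Primary screen. Calcium kinetics in induced HEK293 T-REx D2 cells: compound pre-addition 180 s, EC20 dopamine, 180 s more.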
# RXFP1 antag – blocks the human relaxin receptor RXFP1 | actives 0.59% (n = 350,000) | activity change, negative = inhibition, % at 57.5 µM | HEK293-RXFP1, relaxin-stimulated cAMP HTRF, 30 min; hits give low values;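 active = activity change of -60% or lower, but not beyond a set lower limit; inconclusive = change between -60% and -40%, or beyond the set limit; inactive = change above -40%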; note: % is set by controls: 0 for no effect and ±100 for the full control effect
# Active calls of the source: *; u = inconclusive; x = no result given; [ ] = another dose, or the depositor's remark. Unless noted, calls come from the whole dose curve; as a rule, active = well fitted curve in the direction sought with a large enough effect; inconclusive = small, poorly fitted or top-dose-only effect, or another doubt; inactive = no such curve, though single readings can be large; an effect the other way counts as inactive or inconclusive.
Compound	TRHR PAM	Apoferritin bind	RXFP1 ag	TRHR agonist	D1 antag	D1 PAM	D1 agonist	D2 PAM	RXFP1 antag
CCOC(=O)c1sc(NC(=O)C2CC2)cc1C	7	5%	0.3%	-0.6	1	-3	0	-6	x
COc1ccc(-c2ccnc(-c3ccc(O)cc3)n2)cc1	-5	-1%	1.4%	-1.9	1	-2	2	-4	4
O=c1c(Cl)c(Nc2cccc(Cl)c2)cnn1-c1nc2ccccc2s1	-2	-8%	2.2%	0.0	3	-6	1	6	-13
CC1(C)CC(=O)c2sc(NC(=O)c3ccccc3)nc2C1	1	-1%	7.7%	-0.8	5	0	3	x	x
Cc1ccc(O)c(NC(=O)c2cc(-c3ccccc3O)no2)c1	-7	200%[activator]	7.1%	-0.4	-31*	7	15	8	-8
COCCCNCCOc1ccc(C(C)(C)c2ccccc2)cc1	-8	u	-1.7%	0.6	8	-2	29	-20	-20
CCCS(=O)(=O)c1nc(S(=O)(=O)c2ccc(C)cc2)c(N2CCCC2)s1	-3	-12%	17%	-0.9	-2	0	2	-5	16
CC1Cc2ccccc2N1Cc1nc2cc(Cl)ccc2c(=O)[nH]1 (centres undefined)	18	-18%	1.0%	0.1	4	-2	1	-11	-10
CC[C@H](C)[C@H](NC(N)=O)C(=O)NCCc1ccc(OC)cc1	-2	3%	-1.8%	0.3	8	-6	1	-5	-3
Cc1cccc(Nc2nc(N)nc(CSc3nccn3C)n2)c1	-2	-12%	0.9%	0.0	14	-2	1	4	4
CCOCN(C(=O)Cn1cnc2ccccc21)c1c(C)cccc1CC	1	-13%	3.8%	1.2	8	-2	2	-13	5
COc1ccc(C(=O)NCc2nnc(SCC(=O)NCc3ccco3)o2)cc1	-1	9%	0.3%	1.3	3	-10	2	-6	-7
CC1NC(=O)NC1CCCCC(=O)O (centres undefined)	-2	-6%	-0.3%	0.3	6	-2	4	1	-4
Cc1ccc(C2c3[nH]c4ccccc4c3CCN2C(=O)c2ccccc2Br)cc1 (centres undefined)	-2	4%	3.5%	1.0	13	-2	1	-1	-10
Cc1ccc(Nc2nc(N3CCOCC3)nc(N3CCOCC3)n2)cc1	0	-6%	-1.7%	-0.2	5	2	0	-1	-25

# (next part)
Compound	TRHR PAM	Apoferritin bind	RXFP1 ag	TRHR agonist	D1 antag	D1 PAM	D1 agonist	D2 PAM	RXFP1 antag
COc1cccc(Nc2nnc(SCC(=O)N(CC(C)C)CC(C)C)s2)c1	-3	-9%	2.4%	-0.5	-9	-4	3	x	-2
CCOc1ccc(S(=O)(=O)n2cc(-c3ccc(F)cc3)c(N)n2)cc1	2	-7%	0.2%	-0.4	-8	-2	2	7	26
Cc1ccccc1CSc1cn(CC(=O)N2CCCCC2)c2ccccc12	2	42%[activator]	-1.9%	0.2	-6	0	3	x	-35
CC(C)CC(=O)Nc1c2c(nn1-c1ccc(F)cc1)CS(=O)C2 (centres undefined)	23	-2%	0.7%	0.7	3	5	2	-9	7
O=C(CN1CCCN(Cc2ccccc2F)S1(=O)=O)Nc1ccc(F)c(Cl)c1	-1	-7%	1.2%	0.1	0	-1	9	-16	-34
COc1ccc(N2CCN(CCCNS(=O)(=O)c3c(C)noc3/C=C/N(C)C)CC2)cc1	4	-16%	-0.2%	-0.4	7	-6	-2	8	x
O=C(Nc1cccc2nsnc12)c1cccnc1	-3	70%[activator]	3.2%	0.8	-8	-8	2	7	-6
S=C(c1ccc(-c2ccccc2Cl)o1)N1CCCCC1	-12	u	1.8%	-0.2	11	-6	4	-23	13
CCN(c1cc(C)cc(C)c1)S(=O)(=O)c1nnc(NC(=O)C(C)C)s1	-3	-15%	-1.0%	-0.6	7	-6	2	12	-8
CCONC(=O)Nc1ccccc1[N+](=O)[O-]	0	-9%	0.5%	-0.4	1	13	0	14	-7
S=C(Nc1ccc(Nc2ccccc2)cc1)Nc1ccccn1	-4	u	2.8%	-0.3	-16	-13	3	-8	-11
CC1(C)Cc2c(ccc3ccccc23)C(NNC(=O)c2cccnc2)=N1	18	-7%	2.3%	-0.4	-26	-4	0	-5	-5
CCCc1cc(=O)[nH]c(SCC(=O)N(C)C2CCS(=O)(=O)C2)n1 (centres undefined)	-5	-5%	0.0%	0.5	-12	-7	2	1	-1
CCOc1ccc(C(=O)CCC(=O)NNC(=O)c2ccncc2)cc1	11	x	0.0%	0.0	-2	-4	-1	1	-1
O=C(CSc1n[nH]c(-c2ccccn2)n1)Nc1ccc(Cl)cc1	14	5%	0.2%	-0.5	13	x	3	3	0

# Random excerpt: 4 records from the list.
Compound	TRHR PAM	Apoferritin bind	RXFP1 ag	TRHR agonist	D1 antag	D1 PAM	D1 agonist	D2 PAM	RXFP1 antag
CCCc1cc(=O)[nH]c(SCC(=O)N(C)C2CCS(=O)(=O)C2)n1 (centres undefined)	-5	-5%	0.0%	0.5	-12	-7	2	1	-1
CC(C)CC(=O)Nc1c2c(nn1-c1ccc(F)cc1)CS(=O)C2 (centres undefined)	23	-2%	0.7%	0.7	3	5	2	-9	7
O=C(Nc1cccc2nsnc12)c1cccnc1	-3	70%[activator]	3.2%	0.8	-8	-8	2	7	-6
O=C(CN1CCCN(Cc2ccccc2F)S1(=O)=O)Nc1ccc(F)c(Cl)c1	-1	-7%	1.2%	0.1	0	-1	9	-16	-34

# (list continues)
Compound	TRHR PAM	Apoferritin bind	RXFP1 ag	TRHR agonist	D1 antag	D1 PAM	D1 agonist	D2 PAM	RXFP1 antag
COc1ccccc1CC(=O)N1CCCC(CCC(=O)NCc2ccccc2F)C1 (centres undefined)	-1	-8%	12%	-0.6	-16	1	1	-5	4
COc1ccc(CNC(=O)C2CCN(S(=O)(=O)N3CCCCC3)CC2)c(OC)c1	-6	4%	0.3%	-0.2	12	-6	1	4	0
Cc1ccc(-c2cn3cccnc3n2)cc1NC(=O)c1c(-c2ccccc2Cl)noc1C	-4	2%	3.3%	-0.5	2	-2	-1	-8	4
CC(C)Nc1nc(Oc2cccc(Cl)c2Cl)cc(C(F)(F)F)n1	-14	-17%	-5.5%	3.5	-32*	-8	14	-6	-29
Cn1cccc1-c1cc(C(=O)N/N=C/c2cccc(O)c2)[nH]n1	-1	-10%	1.0%	0.1	-7	-9	3	-17	-9
COc1cc(C)nc(NC(=S)N(C)C(=O)c2ccccc2)n1	2	4%	-0.9%	-0.2	8	2	1	7	0
Cc1ccc(C)c(NC(=S)NNC(=O)c2csc(C)c2)c1	7	-14%	0.7%	-0.1	-2	-1	10	x	-9
Cc1ccc(NC(=O)C(CC(C)C)NS(=O)(=O)c2ccc3c(c2)oc(=O)n3C)c(C)c1 (centres undefined)	20	-11%	-1.9%	0.5	-2	-3	3	-3	x
CCC(C)n1c(=O)c2sccc2n2c(CCCC(=O)NCc3ccccc3Cl)nnc12 (centres undefined)	0	-5%	25%	-0.5	12	-4	2	1	5
CCn1c(=O)c2cc(C(=O)NC3CCC(C)CC3)sc2c2ccccc21 (centres undefined)	-8	-4%	5.8%	0.2	14	3	4	0	x
CCOC(=O)CC(=O)COc1nc2cc3c(nc2o1)CCCC3	4	-6%	6.5%	0.0	-18	-3	2	x	-4
Nn1nnc2ccccc21	-1	-5%	0.0%	0.3	0	0	2	7	x
Clc1ccc2c(NCc3ccco3)ncnc2c1	7	-3%	1.8%	-0.2	-14	-5	6	12	-10
COCc1cc(C)nc(SCc2ccccc2Cl)c1C#N	-6	-4%	4.8%	0.0	7	-1	6	-5	-3
O=c1c2c(ncn2C2CCCC2)n(Cc2ccccc2)c(=O)n1CCOc1ccc(Br)cc1	-9	-9%	2.0%	0.6	7	0	6	1	-10

# Additional records follow.
Compound	TRHR PAM	Apoferritin bind	RXFP1 ag	TRHR agonist	D1 antag	D1 PAM	D1 agonist	D2 PAM	RXFP1 antag
COc1cc(OC)cc(C(=O)NNC(=O)CNC(=O)c2ccc(Br)o2)c1	4	x	-1.1%	0.2	-1	6	2	-2	-1
CCCNC(=O)C(Cc1ccccc1)NC(=O)c1cccc([N+](=O)[O-])c1 (centres undefined)	-5	x	1.2%	-0.2	3	3	-1	4	x
CN(Cc1ccco1)S(=O)(=O)c1ccc2c(c1)CCN2C(=O)CCC(=O)O	-1	-6%	1.1%	0.4	-4	3	0	17	1
Cc1ccccc1NC(=O)c1cccc(N2C(=O)C3C4CCC(C4)C3C2=O)c1 (centres undefined)	1	u	0.0%	0.1	-21	-3	3	9	7
COc1ccc(OC)c(NC(=O)CSC2=Nc3ccccc3C3=NC(CC(=O)NCc4ccco4)C(=O)N23)c1 (centres undefined)	29	-3%	-0.3%	-0.5	8	7	2	x	-12
Cc1ccc(C(=O)C(C)Oc2cccc(NC(=O)c3ccco3)c2)cc1 (centres undefined)	1	1%	-1.9%	0.5	-2	-3	42*	-6	-5
OCC1CCCCN1CCNCc1cn[nH]c1-c1cccc2ccccc12 (centres undefined)	-3	-1%	0.6%	0.3	-3	3	3	-6	0
CCn1cc(C(=O)N2CCN(c3ccccc3OC)CC2)c(=O)c2cc(S(=O)(=O)N3CCCCC3)ccc21	8	12%	-6.3%	-1.4	-6	1	3	6	-20
COc1ccc(NC(=O)c2oc3ccccc3c2NC(=O)Cc2coc3ccc(C)cc23)cc1	-12	60%[activator]	-0.7%	1.1	-3	0	2	3	-19
Cc1cc(C)c2nc(NNC(=O)c3cc(=O)c4ccccc4o3)sc2c1	1	-8%	-1.8%	-0.7	-4	-4	5	-2	x

# Entries from the list above with two or more sulfur atoms (5):
Compound	TRHR PAM	Apoferritin bind	RXFP1 ag	TRHR agonist	D1 antag	D1 PAM	D1 agonist	D2 PAM	RXFP1 antag
CCCS(=O)(=O)c1nc(S(=O)(=O)c2ccc(C)cc2)c(N2CCCC2)s1	-3	-12%	17%	-0.9	-2	0	2	-5	16
COc1cccc(Nc2nnc(SCC(=O)N(CC(C)C)CC(C)C)s2)c1	-3	-9%	2.4%	-0.5	-9	-4	3	x	-2
CCN(c1cc(C)cc(C)c1)S(=O)(=O)c1nnc(NC(=O)C(C)C)s1	-3	-15%	-1.0%	-0.6	7	-6	2	12	-8
CCCc1cc(=O)[nH]c(SCC(=O)N(C)C2CCS(=O)(=O)C2)n1 (centres undefined)	-5	-5%	0.0%	0.5	-12	-7	2	1	-1
Cc1ccc(C)c(NC(=S)NNC(=O)c2csc(C)c2)c1	7	-14%	0.7%	-0.1	-2	-1	10	x	-9

# These rows are one share of the data, so the mix of outcomes need not match the whole.
